Source: PubChem
TRHR PAM – allosterically enhances the human TRH receptor | TRHR cells, fluo-8 calcium fluorescence, EC20 TRH enhancement | AID 493056 | P34981 | hit rate 0.66% among 360,000 | enhancement, % at 2 µM; in the data active means enhancement above about 30%; further: 0% is about no effect
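Enhancer read-out: after compound pinning and an initial kinetic agonist-mode read, an EC20 of TRH (10 nM final) was injected and fluo-8 calcium signal (Ex 480/Em 530) followed at 1 s/cycle for 100 cycles in TRHR-expressing cells.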
D2 ag – agonists of human D2 dopamine receptor; P14416; HEK293 T-REx D2 cells, calcium flux agonist mode; activation, % at 2 µM; hit rate 0.53% among 340,000; AID 485358;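 active means activation over 3 SD above normal in the single-dose calcium agonist read, cut at about 30% in these data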; further: 0% is about no effect
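In this primary screen, compounds producing a positive calcium signal within 180 s of addition to tetracycline-induced, force-coupled HEK293 Trex D2 cells are flagged; cells are dye-loaded with a no-wash calcium kit beforehand.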
rTrxR1 inhibitor – blocks rat thioredoxin reductase 1 | O89049 | recombinant rTrxR1, NADPH fluorescence consumption, selenite substrate | Potency, µM (series often up to 114 µM), for inactives: at the highest dose activity change, negative = inhibition, usual class: inhibitors | hit rate 1% among 390,000 | AID 588453; further: potency means the concentration at half of the fitted maximal effect; on the % scale 0 is the no-effect control and ±100 the full control effect; nearly all actives have a fitted effect of over 65% in size
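Rat TrxR1 (90 nM in the dispensed reagent) was pre-reduced with 400 uM NADPH for 5 min at room temperature, then incubated with compound for 15 min. After 400 uM selenite was added, NADPH fluorescence (Ex 340/Em 450 nm) was followed for 8 min.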
mIDH1 inhibitor – human IDH1 R132H inhibition; O75874; IDH1-R132H enzyme, NADPH consumption, diaphorase/resazurin fluorescence; Potency, µM (top dose mostly 76.6 µM), inactives show at the highest dose activity change, negative = inhibition, usual class: inhibitors; hit rate 0.093% among 390,000; AID 602179; further: potency means the concentration at half of the fitted maximal effect; on the % scale 0 is the no-effect control and ±100 the full control effect; nearly all actives have a fitted effect of over 65% in size
Target sequence (O75874 whole entry R132H, stated change not applied): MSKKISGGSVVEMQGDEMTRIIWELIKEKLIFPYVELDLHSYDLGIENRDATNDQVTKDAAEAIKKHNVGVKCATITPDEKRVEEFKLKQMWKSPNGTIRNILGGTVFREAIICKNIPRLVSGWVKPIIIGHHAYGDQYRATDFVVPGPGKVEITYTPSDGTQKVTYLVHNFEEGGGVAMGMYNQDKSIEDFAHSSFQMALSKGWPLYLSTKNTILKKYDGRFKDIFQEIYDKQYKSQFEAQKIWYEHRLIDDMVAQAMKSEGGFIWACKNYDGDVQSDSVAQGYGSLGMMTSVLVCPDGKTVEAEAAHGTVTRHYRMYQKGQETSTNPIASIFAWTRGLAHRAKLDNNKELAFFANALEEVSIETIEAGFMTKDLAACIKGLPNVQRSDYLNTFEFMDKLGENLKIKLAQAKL
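IDH1-R132H (0.5 ug/mL) preincubated 30 min with compound, then NADPH (0.016 mM) and alpha-KG (2 mM) added; 80 min at RT, pH 7.5. Remaining NADPH coupled via diaphorase/resazurin to fluorescence (540/590 nm); concentration-response curves normalized to no-enzyme control.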
USP1-UAF1 inh – inhibitors of human USP1/UAF1 deubiquitinase | O94782 | hit rate 0.23% among 390,000 | Potency, µM (titrated, usually from 57.1 µM), without a hit: top-dose activity change, negative = inhibition, usual class: inhibitors | AID 743255 | recombinant USP1/UAF1, Ub-Rhodamine cleavage fluorescence; further: potency means the concentration at half of the fitted maximal effect; on the % scale 0 is the no-effect control and ±100 the full control effect; nearly all actives have a fitted effect of over 60% in size; inactives centre near -12
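1 nM enzyme complex + cpd, 15 min RT; start with Ub-Rho 150nM final; kinetic fluorescence ex 480/em 540, 6 reads q60 s. Buffer 50mM HEPES pH 7.8, 0.5mM EDTA, 0.1 mg/ml BSA, 1mM TCEP, 0.01% Tween-20.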
D2 antagonist – D2 dopamine receptor (human) antagonism; P14416; inhibition, % at 10 µM; HEK293 TREx D2 cells, calcium flux, dopamine EC80; AID 485344; hit rate 2% among 340,000; in the data active means inhibition above about 30%; further: 0% is about no effect
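Calcium mobilization kinetics were recorded at 1 s intervals in tetracycline-induced HEK293 T-REx D2 cells, first for 180 s after compound addition and then 180 s after EC80 dopamine.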
TrxR1 substrate – rat thioredoxin reductase 1 substrate activity; O89049; purified TrxR1 substrate turnover, NADPH consumption readout; Potency, µM (top dose mostly 114 µM), for the others: at the top dose activity change, negative = substrate turnover; hit rate 0.01% among 390,000; AID 588456; further: potency means the concentration at half of the fitted maximal effect; on the % scale 0 is the no-effect control and ±100 the full control effect; nearly all actives have a fitted effect of over 50% in size
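Rat TrxR1, dispensed at 90 nM, was prereduced with 400 uM NADPH (final) for 5 min at ~22 deg C, then incubated with compound 15 min before 400 uM selenite. A first-read NADPH fluorescence drop versus no-compound background flagged substrates.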
TRHR agonist – agonists of human TRH receptor; TRHR cells, calcium flux fluo-8, FDSS agonist mode; activation, % at 2 µM; hit rate 0.18% among 360,000; in the data active means activation above about 30%; further: 0% is about no effect
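TRHR-expressing cells loaded with fluo-8 calcium dye; 23 nL library compound pin-transferred, kinetic FDSS fluorescence (Ex 480/Em 530) recorded about 180 s for agonist-induced calcium release, before a 10 nM TRH EC20 addition for potentiator mode.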
PI4K2A block – blocks human PI4K2A kinase activity | purified PI4K2A, ADP-Glo luminescence, 1 h; hits give low values | activity change, negative = inhibition, % at 76.9 µM | hit rate 0.13% among 420,000 | AID 1346378; in the data active means activity change below about -50%; inconclusive means mostly about -30% to -49%;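 further: -100% = wells without enzyme as full effect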
Target sequence (Q9BTU6 whole entry, looked up): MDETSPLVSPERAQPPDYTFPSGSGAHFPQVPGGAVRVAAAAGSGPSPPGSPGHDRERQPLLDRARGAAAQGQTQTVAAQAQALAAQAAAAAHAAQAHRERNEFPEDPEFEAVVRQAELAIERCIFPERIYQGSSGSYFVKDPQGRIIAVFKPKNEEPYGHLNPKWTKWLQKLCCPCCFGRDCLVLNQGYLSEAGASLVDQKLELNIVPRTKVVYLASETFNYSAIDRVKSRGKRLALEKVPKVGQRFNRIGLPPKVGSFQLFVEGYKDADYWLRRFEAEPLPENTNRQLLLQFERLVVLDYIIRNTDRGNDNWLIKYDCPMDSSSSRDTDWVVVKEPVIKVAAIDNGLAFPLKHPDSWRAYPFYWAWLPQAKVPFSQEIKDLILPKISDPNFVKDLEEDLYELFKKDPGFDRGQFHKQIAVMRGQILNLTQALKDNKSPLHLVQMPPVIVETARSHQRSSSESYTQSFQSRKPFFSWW
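PI4K2A activity was measured by ADP-Glo luminescence: enzyme (4 ug/mL stock) and phosphatidylinositol (1.2 mM stock) in Tris pH 7.5/MgCl2/EGTA/Triton X-100 buffer were reacted with ATP (300 microM stock) for one hour at ambient temperature.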
Active calls of the source: *; ? = inconclusive; · = no result given; & = joins results of further samples; [ ] = dose if it differs, or a comment. Unless noted, the call rests on the fitted dose curve; in most records, active means well fitted inhibition curve with a large enough effect; inconclusive means small, poorly fitted or top-dose-only effect; inactive means no such curve, though single readings can be large or run the other way.

SMILES	TRHR PAM	D2 ag	rTrxR1 inhibitor	mIDH1 inhibitor	USP1-UAF1 inh	D2 antagonist	TrxR1 substrate	TRHR agonist	PI4K2A block
Cc1ccc(-c2nc3c(c(=O)[nH]c(=O)n3Cc3ccccc3)n2C)o1	-1.8	-0.2	31.6µM*	-3.4%	-20.0%	-2.7	16.8%[57.1 µM]	-0.1	-21.8
COCCCNC(=S)N1CCN(C)CC1	-6.5	1.6	17.7%	10.1%	-21.0%	-6.1	7.3%	0.7	-1.9
COc1ccc(C(=O)N(Cc2ccc(N(C)C)cc2)C2CCS(=O)(=O)C2)cc1 (centres undefined)	-2.0	0.2	-4.2%	7.8%	-8.4%	-3.7	2.3%	1.0	-17.7
O=C(N/N=C/c1ccco1)c1cc(-c2ccc(Cl)s2)[nH]n1	5.5	-1.7	-4.9%	-2.0%	-23.9%	3.2	-3.1%	-1.3	11.2
COc1ccc(Nc2cc(C(=O)NCCCN3CCN(c4ccc(OC)cc4)CC3)c3ccccc3n2)cc1	-3.4	-1.7	17.4%[57.1 µM]	-0.9%	?	·	2.2%[57.1 µM]	-0.7	-2.2
COCc1cc(CN2CCCC2)c(O)c2ncccc12	2.6	-1.6	?	-4.1%	-13.0%	2.4	5.7%[57.1 µM]	-0.4	-0.2
CC1(C)C=Cc2c(c3ccccc3[nH]c2=O)O1	-1.1	0.3	7.9%[57.1 µM]	8.8%	-13.5%	11.6	8.4%[57.1 µM]	2.4	6.0
Cc1cc(C(F)(F)F)cc(NNC(=O)NC(=O)c2ccc(Cl)cc2)n1	4.4	0.3	34.4%[57.1 µM]	11.4%	0.1%	4.5	5.0%[57.1 µM]	0.4	-5.2
CN(C(=O)c1cccc(Br)c1)C1CCS(=O)(=O)C1 (centres undefined)	1.2	0.5	3.4%[57.1 µM]	0.0%	-25.3%	4.8	-1.0%[57.1 µM]	0.0	-0.7
CC(=O)c1ccc(S(=O)(=O)Nc2ccccc2C(=O)NC2CC2)cc1	5.3	0.4	-5.5%	-0.9%	-19.0%	-9.3	-8.9%	-0.1	-4.2
Cc1ccc(C)n1-c1nn(S(=O)(=O)c2cccc(C(F)(F)F)c2)c2cccc(F)c12	-5.0	-0.4	22.5%	0.0%	-29.2%	7.6	0.1%	0.2	0.9
CC(C)C(NS(=O)(=O)c1ccc2c(c1)oc(=O)n2C)C(=O)NCCc1ccccc1 (centres undefined)	-12.1	-0.5	16.7%	15.8%	7.5%	·	1.3%	-0.2	0.7
CCn1cc(C(=O)N2CCCc3ccccc32)c2cc(OC)c(OC)cc2c1=O	-2.9	-0.9	-4.4%	2.2%	-13.3%	-5.5	-5.8%	-0.6	-0.1
CCN(CC)CC(=O)Nc1ccc2c(c1)N(C(=O)CN(CC)CC)c1ccccc1CC2	-8.2	0.4	-12.5%	4.6%	-21.5%	24.9	-8.6%	1.0	0.8
COc1ccc(N2CCN(C(=O)c3ccc4c(c3)OCO4)CC2)cc1	2.5	·	5.4%	7.3%	-5.7%	·	1.0%	-0.8	-0.4
Nc1c(C(=O)Nc2ccc3c(c2)OCCO3)nnn1Cc1ccccc1Cl	7.3	1.6	5.7%	5.4%	-6.2%	-10.0	-7.2%	1.6	7.0
CCCn1c(CCCNC(=O)c2ccccc2OC)nc2ccccc21	0.2	-0.6	16.9%	17.7%	-6.5%	·	12.1%[2.29 µM]	-0.4	-2.6
Brc1ccc(CSc2nnc(-c3ccccn3)n2Cc2ccco2)cc1	-10.2	·	-35.8%	13.7%	-6.0%	·	0.8%	-0.3	7.1
CC(C)(C)CN1CCNC(=O)C1CC(=O)NCCc1ccccc1F (centres undefined)	31.2*	0.5	-4.9%[57.1 µM]	-3.6%	-13.3%	12.7	-3.2%[57.1 µM]	1.3	-0.1
CCN=C(NCC)SC1CC(=O)N(c2cccc(OC)c2)C1=O (centres undefined)	-1.0	1.6	30.8%	5.0%	-8.7%	-8.2	7.9%	0.0	4.0
O=C(NCc1ccco1)c1cc2c(s1)CCCCC2	21.2	0.3	-20.3%[57.1 µM]	0.4%	-14.0%	-2.4	1.4%[57.1 µM]	-0.1	4.5
CC1CN(C(=O)Nc2ccc(F)cc2F)CC(C)O1 (centres undefined)	-0.4	0.0	1.3%	-4.7%	-25.9%	-7.7	0.1%	-0.1	3.5
Clc1ccc2nc(-c3ccncc3)cc(-c3ccccc3)c2c1	-5.0	-1.0	5.2%	-1.4%	4.4%	-7.3	5.5%[57.1 µM]	-0.2	4.0
O=C(CN1CCN(S(=O)(=O)c2ccccc2C(F)(F)F)CC1)NCc1cccs1	-3.2	-0.6	8.2%[57.1 µM]	-0.2%	-6.4%	-2.0	1.2%[57.1 µM]	-0.4	-0.1
COc1cccc(-c2nn(-c3ccccc3)cc2C(=O)NCC(=O)O)c1	14.4	0.8	11.0%	-0.7%	3.4%	13.9	-3.1%	0.6	1.0

Arranged by value in rTrxR1 inhibitor (descending): 3 from the list above
molecule | TRHR PAM | rTrxR1 inhibitor | USP1-UAF1 inh | D2 antagonist | TrxR1 substrate | TRHR agonist | PI4K2A block
COc1ccc(N2CCN(C(=O)c3ccc4c(c3)OCO4)CC2)cc1 | 2.5 | 5.4% | -5.7% | · | 1.0% | -0.8 | -0.4
CC1CN(C(=O)Nc2ccc(F)cc2F)CC(C)O1 (centres undefined) | -0.4 | 1.3% | -25.9% | -7.7 | 0.1% | -0.1 | 3.5
CCN(CC)CC(=O)Nc1ccc2c(c1)N(C(=O)CN(CC)CC)c1ccccc1CC2 | -8.2 | -12.5% | -21.5% | 24.9 | -8.6% | 1.0 | 0.8

Returning to the listing; the 2 compounds before the break are reprinted first.
SMILES	TRHR PAM	D2 ag	rTrxR1 inhibitor	mIDH1 inhibitor	USP1-UAF1 inh	D2 antagonist	TrxR1 substrate	TRHR agonist	PI4K2A block
O=C(CN1CCN(S(=O)(=O)c2ccccc2C(F)(F)F)CC1)NCc1cccs1	-3.2	-0.6	8.2%[57.1 µM]	-0.2%	-6.4%	-2.0	1.2%[57.1 µM]	-0.4	-0.1
COc1cccc(-c2nn(-c3ccccc3)cc2C(=O)NCC(=O)O)c1	14.4	0.8	11.0%	-0.7%	3.4%	13.9	-3.1%	0.6	1.0
CN(CC(=O)Nc1ccc(Cl)cc1)C(=O)c1ccc(S(=O)(=O)Nc2ccccc2)cc1	9.1	2.1	17.1%	0.6%	-6.5%	-21.0	-2.4%	0.6	0.4
COc1ccc(C(C(=O)NC2CCCC2)N(C(=O)c2ccco2)c2ccc3c(c2)OCO3)cc1OC (centres undefined)	-1.4	0.4	-11.1%	-4.9%	-3.3%	9.4	-8.8%	-0.4	-16.1
CC1CCCN(C(=O)CCS(=O)(=O)c2ccc3c(c2)n(C)c(=O)c(=O)n3C)C1 (centres undefined)	1.3	0.1	16.6%[57.1 µM]	6.0%	-5.2%	-2.6	4.2%[57.1 µM]	0.4	2.4
O=C(Nc1ccc(Br)cc1F)c1cc(S(=O)(=O)NC2CCCC2)ccc1F	0.9	-0.4	9.5%[57.1 µM]	2.9%	-17.0%	·	-4.9%[57.1 µM]	-0.5	8.2
O=[N+]([O-])c1cc(-c2nc(-c3ccccc3)no2)ccc1NCc1cccnc1	0.1	0.6	29.4%	-2.3%	-13.8%	·	-0.3%	0.6	-3.9
Cc1ccc(S(=O)(=O)Nc2ccc(C(=O)N3CCCC3)cc2)cc1	1.5	-0.1	-1.0%	2.9%	-20.1%	-9.4	-2.3%	0.0	0.1
CC(C)Cn1c(=O)c2sccc2n2c(CCCC(=O)N3CCC(N4CCCCC4)CC3)nnc12	7.4	0.3	25.2%	-8.2%	-13.1%	0.8	3.2%	-0.2	-2.7
COc1ccc(-c2[nH]ncc2N=Nc2ccccc2)cc1	-8.5	-1.0	-20.2%	0.0%	-19.8%	-10.2	-16.6%	-0.2	1.1
COc1ccc(C(=O)COC(=O)c2cc(=O)c3ccccc3o2)cc1	·	·	21.4%[57.1 µM]	3.2%	9.7%	·	10.6%[57.1 µM]	·	1.2
CC1Cc2ccccc2N1C(=O)CN1CCC(C(N)=O)CC1 (centres undefined)	2.1	0.2	2.5%[57.1 µM]	2.1%	-2.2%	1.1	-6.7%	-1.1	-3.8
CCN(CC)C(=O)CSc1nnc(-c2ccccc2)n1-c1ccccc1	-2.6	0.1	18.9%[57.1 µM]	5.5%	-18.2%	3.8	-0.3%[57.1 µM]	-0.7	2.6
CCN(CCCNC(=O)c1cc2c(=O)[nH]c3ccc(C)cc3c2s1)Cc1ccccc1	1.8	·	-32.5%	-14.7%	9.8%	·	51.1%[activator]	0.4	4.0
Nc1nc2nc(-c3ccccc3)cc(=O)n2[nH]1	3.0&-5.5	-0.3&2.4	9.3%	20.9%&14.7%	-22.1%&-0.7%	-18.7	9.1%	-1.4&0.2	-8.4&-6.3
CCc1ccc(Nc2nnc(SCn3nnc4ccccc4c3=O)s2)cc1	-0.6	0.2	-18.0%	-0.7%	-4.3%	14.1	-10.7%	0.6	0.4
CCc1ccc(S(=O)(=O)NCc2cn3cccc(C)c3n2)s1	12.5	-0.1	-7.6%	2.0%	-2.4%	-5.3	-4.6%	0.0	-5.2
O=[N+]([O-])c1ccc(Cl)c(S(=O)(=O)/N=C(/Nc2cccnc2)c2ccccc2)c1	·	·	5.9%[57.1 µM]	0.0%	-7.7%	·	-10.6%	·	0.3
Cc1cccc(NC(=O)c2c(C)oc3ncn(CC(C)C)c(=O)c23)n1	-7.3	-0.9	16.0%	-1.1%	-24.2%	·	4.4%	0.3	-1.7
Oc1c(I)cc(Cl)c2cccnc12	7.8	·	7.94µM*	14.8%	11.8%	·	3.1%&4.7%	0.0	-25.0&-5.0
Cc1oc(/N=C/c2cccc([N+](=O)[O-])c2)c(C#N)c1C	-2.7	0.8	-1.2%	-4.3%	-18.7%	-2.8	0.5%	-0.2	-1.5
